HCMV inh: blocks human cytomegalovirus replication. HFF cells, HCMV-luciferase reporter, 72 h; hits give low values. activity change, negative = inhibition, % at 57.5 µM. hit rate 4.5% among 410,000; in the data active = activity change below about -60%; inconclusive = no clear call, values can overlap the other calls; inactive = above about -39%
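Inhibition of viral replication was scored as loss of reporter luminescence in HFFs infected with HCMV-luciferase (MOI 1 PFU/cell) for 72 h; compounds tested at 2 doses, normalized to buffer and Salinomycin controls.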
AMA1-RON2 inh: inhibitors of Plasmodium falciparum AMA1-RON2 interaction. AlphaScreen AMA1-biotinylated RON2 peptide binding. Potency, µM (highest dose often 58.2 µM), for inactives: top-dose activity change, negative = inhibition, usual class: inhibitors. hit rate 0.2% among 360,000. AID 720542; active = well fitted inhibition curve with a large enough effect; inconclusive = small, poorly fitted or top-dose-only effect; inactive = no such curve, though single readings can be large or run the other way;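 also: potency is read from the fitted curve at half-maximal effect; 0% = vehicle wells and -100% = peptide control; nearly all actives have a fitted effect of over 45% in size; some results filed as inactive show a strong effect at the top dose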
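AMA1 (3D7) with his tag at 25 nM final met compounds first, then biotinylated RON2 peptide at 25 nM; detection used donor plus acceptor beads, 10 µg/mL apiece, read by AlphaScreen after 30 min at room temperature.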
* hit, by the source's call; [ ] = another dose, or the depositor's remark. Unless noted, % is scaled to controls: 0 for no effect and ±100 for the full control effect. The list is partial; count on the stated rates, not on these rows.

How did CN(C)c1ccc(CNC(=O)C2(C)Cc3c(-c4cccc(C(F)(F)F)c4)ccnc3O2)cc1 (stereo not given) do in these assays?
HCMV inh: -3; AMA1-RON2 inh: 25µM*

How did CC1(C(=O)NS(=O)(=O)c2ccc(F)cc2F)CCN1C(=O)c1cccc(F)c1 (stereo not given) do in these assays?
HCMV inh: -3; AMA1-RON2 inh: -2%

What do the screens show for `CCOC(=O)[C@]12CCC=C1N(CCC1=CCCCC1)C(=O)[C@H](CC(=O)N1CCN(C(=O)C3CC3)CC1)C2`?
HCMV inh: 7; AMA1-RON2 inh: -1%

How did Cc1oc2ccc(O)cc2c1C(=O)c1ccc(Br)cc1 do in these assays?
HCMV inh: -28; AMA1-RON2 inh: -19%

How did COc1cccc(OCCOc2ccccc2[N+](=O)[O-])c1 do in these assays?
HCMV inh: 12; AMA1-RON2 inh: -20%

What do the screens show for `Cc1cccc(C)c1NC(=O)C1CC2CCC1C2` (stereo not given)?
HCMV inh: 3; AMA1-RON2 inh: -1%

What do the screens show for `CCCc1nc(C)c2c(=O)[nH]c(-c3cc(S(=O)(=O)N4CCN(CC)CC4)ccc3OCC)nn12`?
HCMV inh: 6; AMA1-RON2 inh: 5%

Results for O=C(NCCc1ccccc1)c1ccc(NC(=O)C2CC2)cc1 ?
HCMV inh: 44; AMA1-RON2 inh: -1%

How did COc1ccc(/C=N\NC(=S)SCN2C(=O)C3CCC(C)(C2=O)C3(C)C)cc1 (stereo not given) do in these assays?
HCMV inh: 0; AMA1-RON2 inh: inconclusive

What do the screens show for `N#CC(c1ccc(O)cc1)N1CCN(C(C#N)c2ccc(O)cc2)CC1` (stereo not given)?
HCMV inh: -10; AMA1-RON2 inh: -19%

How did Brc1cccc(-c2nc3ccc(Br)cn3c2Cc2ccccc2)c1 do in these assays?
HCMV inh: -3; AMA1-RON2 inh: -1%

What do the screens show for `CCCCC(=O)N(C)c1c(C)nc2ccc(C(=O)N(C)Cc3ccco3)cn12`?
HCMV inh: -22; AMA1-RON2 inh: 1%

How did COc1cc(CNC(=O)c2cc(-c3cc(F)ccc3OCC3CCCO3)n[nH]2)cc(OC)c1 (stereo not given) do in these assays?
HCMV inh: -19; AMA1-RON2 inh: -13%

How did COc1cc(C)c(C2NC(=O)c3ccccc3N2)cc1C (stereo not given) do in these assays?
HCMV inh: 60; AMA1-RON2 inh: 21%

Results for Cc1ccc(Nc2nc(N)nc(CN3CCC(C)CC3)n2)c(C)c1 ?
HCMV inh: 26; AMA1-RON2 inh: 2%

Results for CC1Cc2ccccc2N1C(=O)Cn1cc(C(F)(F)F)ccc1=O (stereo not given) ?
HCMV inh: -1; AMA1-RON2 inh: 0%

Results for COCCNC(=O)C1CCCN(C(=O)/C=C/c2ccccc2)CC1 (stereo not given) ?
HCMV inh: 23; AMA1-RON2 inh: 1%

How did C[C@@H]1CCCCO[C@H](CN(C)Cc2ccc(C(=O)O)cc2)[C@@H](C)CN([C@H](C)CO)C(=O)c2cc(N(C)C)ccc2O1 do in these assays?
HCMV inh: 2; AMA1-RON2 inh: -8%

What do the screens show for `Cc1noc(C)c1CCC(=O)Nc1cc(C(=O)O)ccc1Cl`?
HCMV inh: -19; AMA1-RON2 inh: 0%

What do the screens show for `Cc1cccc(C)c1Cn1c(C)c(C(=O)NCc2ccc([N+](=O)[O-])cc2)sc1=O`?
HCMV inh: -8; AMA1-RON2 inh: -3%

What do the screens show for `CC1CC2CCCC(O)=C2C(=O)O1` (stereo not given)?
HCMV inh: -61*; AMA1-RON2 inh: 2%

Results for CCOC(=O)C1=C[C@@H](CC)N(S(=O)(=O)c2ccc(C)cc2)[C@H]1c1ccccc1 ?
HCMV inh: -17; AMA1-RON2 inh: 21%

What do the screens show for `c1ccc(CSc2nccc(-c3ccco3)n2)cc1`?
HCMV inh: 26; AMA1-RON2 inh: 0%

What do the screens show for `C[C@H](CO)N1C[C@H](C)[C@@H](CN(C)Cc2cccc3c2OCCCO3)OCc2cnnn2CCCC1=O`?
HCMV inh: -11; AMA1-RON2 inh: 3%

Results for CC(O)(c1ccc(F)c(F)c1)c1nc(-c2cccc(C(=O)O)c2)cs1 (stereo not given) ?
HCMV inh: 35; AMA1-RON2 inh: 2%

How did COc1cc(OC)c(NC(=O)c2cc3ccccc3cc2O)cc1Cl do in these assays?
HCMV inh: -81*; AMA1-RON2 inh: 6%

How did C#CCN(C[C@H]1[C@H](OC(=O)NCC2CCCCC2)[C@H](OC(=O)NCC2CCCCC2)C[C@H]2C(=O)N(c3ccccc3)C(=O)[C@@H]12)S(=O)(=O)c1ccc(C)cc1 do in these assays?
HCMV inh: 9; AMA1-RON2 inh: -6%

How did COC(=O)c1ccc(CSc2ccccc2NC(=S)Nc2cccc(SC)c2)o1 do in these assays?
HCMV inh: -18; AMA1-RON2 inh: 114%[activator]

How did CN(C(=S)NC(=O)C1CCCC1)c1ccccc1 do in these assays?
HCMV inh: -12; AMA1-RON2 inh: 8%

How did CCCCCCn1c(=O)n2n(c1=O)[C@@H]1CN(S(=O)(=O)c3ccc(C)cc3)C[C@]1(O)[C@@H](OC(=O)NCc1ccco1)C2 do in these assays?
HCMV inh: 5; AMA1-RON2 inh: -8%

What do the screens show for `COc1ccccc1-c1cc(NC=O)c2ncc(-c3cccc(C(C)=O)c3)n2c1`?
HCMV inh: 59; AMA1-RON2 inh: 22%

What do the screens show for `O=C(NCCN1CCC(n2c(=O)[nH]c3ccccc32)CC1)c1ccc(F)c(F)c1`?
HCMV inh: -1; AMA1-RON2 inh: -4%

Results for CCC1Oc2ccccc2N(CC(=O)N2CCCC2)C1=O (stereo not given) ?
HCMV inh: 30; AMA1-RON2 inh: 11%

How did O=c1oc2cc(O)ccc2cc1-c1nc2ccccc2o1 do in these assays?
HCMV inh: 107; AMA1-RON2 inh: 16%

How did COc1ccc(CN(C)C(=O)/C=C/[C@H]2O[C@@H](n3cc(C)c(=O)[nH]c3=O)C[C@@H]2O)cc1OC do in these assays?
HCMV inh: 28; AMA1-RON2 inh: 5%

How did CC1(c2nnc(Cc3ccccc3)o2)CC(c2ccc(Br)cc2)=NO1 (stereo not given) do in these assays?
HCMV inh: -28; AMA1-RON2 inh: 37%[activator]

Arranged by number of heavy atoms (highest first): some entries from above.
How did C#CCN(C[C@H]1[C@H](OC(=O)NCC2CCCCC2)[C@H](OC(=O)NCC2CCCCC2)C[C@H]2C(=O)N(c3ccccc3)C(=O)[C@@H]12)S(=O)(=O)c1ccc(C)cc1 do in these assays?
HCMV inh: 9; AMA1-RON2 inh: -6%

What do the screens show for `COc1ccccc1-c1cc(NC=O)c2ncc(-c3cccc(C(C)=O)c3)n2c1`?
HCMV inh: 59; AMA1-RON2 inh: 22%

How did CC1(c2nnc(Cc3ccccc3)o2)CC(c2ccc(Br)cc2)=NO1 (stereo not given) do in these assays?
HCMV inh: -28; AMA1-RON2 inh: 37%[activator]

Results for CCC1Oc2ccccc2N(CC(=O)N2CCCC2)C1=O (stereo not given) ?
HCMV inh: 30; AMA1-RON2 inh: 11%

How did CN(C(=S)NC(=O)C1CCCC1)c1ccccc1 do in these assays?
HCMV inh: -12; AMA1-RON2 inh: 8%

Remaining list, next part:
How did O=C(O)CCC(=O)c1ccc2sc3ccccc3c2c1 do in these assays?
HCMV inh: 62; AMA1-RON2 inh: -7%

What do the screens show for `Cc1nc(N)nc(N)c1Oc1ccc(Cl)cc1`?
HCMV inh: -39; AMA1-RON2 inh: 11%

Results for O=c1[nH]c2ccccc2n1C1CCN(C(c2nnnn2-c2ccc3c(c2)OCCO3)C2CC2)CC1 (stereo not given) ?
HCMV inh: inconclusive; AMA1-RON2 inh: 14%

Results for COc1ccccc1Cc1c(-c2ccco2)nc2cc(C)c(Br)c(C)n12 ?
HCMV inh: 74; AMA1-RON2 inh: -14%

Results for Cc1ccsc1-c1cc2nc(Nc3ccc(F)cc3)n(C)c(=O)c2s1 ?
HCMV inh: 55; AMA1-RON2 inh: 3%

Results for C[C@@H]1Cn2cnc(C(=O)NCC(=O)OC(C)(C)C)c2C(=O)N1 ?
HCMV inh: -18; AMA1-RON2 inh: 16%

Results for C[C@H](CO)N1C[C@H](C)[C@H](CN(C)S(=O)(=O)c2ccc(-n3cccn3)cc2)OCc2cnnn2CCCC1=O ?
HCMV inh: -6; AMA1-RON2 inh: 5%

Results for CCC(Oc1ccccc1)C(=O)OCC(=O)Nc1c(C)nn(-c2ccccc2)c1C (stereo not given) ?
HCMV inh: -12; AMA1-RON2 inh: -6%

What do the screens show for `Cc1cc2nnc(SCC(=O)NCc3ccco3)n2c2ccccc12`?
HCMV inh: -17; AMA1-RON2 inh: -9%

What do the screens show for `CCCCNC(=O)C1(C)CCN1C(=O)c1oc2ccccc2c1C` (stereo not given)?
HCMV inh: -14; AMA1-RON2 inh: 8%

How did COc1ccc(S(=O)(=O)N2CCN(C(=O)C3CC(=O)N(c4ccccc4F)C3)CC2)cc1OC (stereo not given) do in these assays?
HCMV inh: -14; AMA1-RON2 inh: -5%

What do the screens show for `O=C(Nc1ccc(N2CCCC2)c(Cl)c1)c1ccc2c(c1)OCCO2`?
HCMV inh: -4; AMA1-RON2 inh: inconclusive

How did CCCCCCn1cc(CN2CC(N(C)C)CS2(=O)=O)nn1 (stereo not given) do in these assays?
HCMV inh: 12; AMA1-RON2 inh: 0%

How did CCCc1nc2ccc(Cl)cn2c1Cc1ccccc1 do in these assays?
HCMV inh: 12; AMA1-RON2 inh: -4%

Results for CCOC(=O)c1[nH]c2c(OCC)nc(OCC)nc2c1Br ?
HCMV inh: 27; AMA1-RON2 inh: -5%

Results for O=C(NCc1nc2ccccc2[nH]1)C1=C[C@@H](c2ccc(C(F)(F)F)cc2)C[C@@H](OCCCCO)O1 ?
HCMV inh: -14; AMA1-RON2 inh: 46%[activator]

Results for Nc1nc2c(ncn2[C@@H]2O[C@H](CNS(=O)(=O)C3CC3)[C@@H](O)[C@H]2O)c(=O)[nH]1 ?
HCMV inh: 9; AMA1-RON2 inh: 18%

How did O=C(/C=C/c1ccccc1Cl)OCC(=O)N1CCc2ccccc21 do in these assays?
HCMV inh: -20; AMA1-RON2 inh: -2%

What do the screens show for `CO[C@H]1CN(C)C(=O)c2ccc(NC(=O)C3CCC3)cc2OC[C@H](C)N(Cc2ccc(F)cc2)C[C@@H]1C`?
HCMV inh: 0; AMA1-RON2 inh: -8%

How did C[C@@H]1CN([C@H](C)CO)C(=O)CCCn2nncc2CO[C@H]1CN(C)S(=O)(=O)c1ccccc1F do in these assays?
HCMV inh: -15; AMA1-RON2 inh: 6%

How did CC(=O)Nc1cccc(OCCCOc2cccc([N+](=O)[O-])c2)c1 do in these assays?
HCMV inh: 76; AMA1-RON2 inh: 6%

Results for COc1cccc(NC(=O)C2(C)CCCN2C(=O)C(C)C)c1 (stereo not given) ?
HCMV inh: -29; AMA1-RON2 inh: 0%

What do the screens show for `OCC[C@@H]1C[C@H](O)[C@@H](O)[C@]2(OCCc3cc(C(F)(F)F)ccc32)O1`?
HCMV inh: 21; AMA1-RON2 inh: 8%

Results for O=C(CN1C(=O)CSc2ccc(S(=O)(=O)N3CCCCCC3)cc21)NCCc1ccccc1 ?
HCMV inh: 3; AMA1-RON2 inh: -4%

How did O=C(Nc1ccc2ccccc2c1)C(C1CC1)n1c(=O)c(-c2cc3ccccc3[nH]2)nc2ccccc21 (stereo not given) do in these assays?
HCMV inh: 3; AMA1-RON2 inh: 44%[activator]

What do the screens show for `CC1CN1c1cc2c(c3c1ccn3C)C1CCC2C1` (stereo not given)?
HCMV inh: 16; AMA1-RON2 inh: inconclusive

Results for O=[N+]([O-])c1ccc(NN=CCCc2ccccc2)nc1 ?
HCMV inh: 0; AMA1-RON2 inh: 44%[activator]

Results for Cc1csc(-c2cc(C(=O)NCc3ccc(F)cc3)n[nH]2)c1 ?
HCMV inh: -64*; AMA1-RON2 inh: 17%

Results for OC(c1ccc(Cl)c(Cl)c1)c1ncc(-c2ccc(Cl)cc2)[nH]1 (stereo not given) ?
HCMV inh: 50; AMA1-RON2 inh: -2%

How did COc1ccc(C(C#N)=Cc2ccc(OC)c(OC)c2)cc1 do in these assays?
HCMV inh: -15; AMA1-RON2 inh: 46%[activator]

What do the screens show for `Cc1onc(-c2ccccc2)c1NC(=O)OC(C)c1cccnc1` (stereo not given)?
HCMV inh: -32; AMA1-RON2 inh: -7%

What do the screens show for `Cc1cc(-c2cc(C)c(N)cc2C)c(C)cc1N`?
HCMV inh: -29; AMA1-RON2 inh: -9%

Results for Cc1cc(NC(=O)COC(=O)c2ccc(Cl)cc2)no1 ?
HCMV inh: 16; AMA1-RON2 inh: 29%

What do the screens show for `N#CC(c1ccccc1)C(CC(=O)c1ccccc1)c1ccccc1` (stereo not given)?
HCMV inh: -33; AMA1-RON2 inh: 6%

What do the screens show for `C[C@@H]1CN([C@@H](C)CO)C(=O)CCCn2cc(nn2)CO[C@H]1CN(C)S(=O)(=O)c1cn(C)cn1`?
HCMV inh: 2; AMA1-RON2 inh: 1%

Results for CC1(C(=O)Nc2ccc(Cl)cc2)Cc2c(-c3cccc(C(F)(F)F)c3)ccnc2O1 (stereo not given) ?
HCMV inh: 24; AMA1-RON2 inh: -13%

How did CCCNC(=O)Cn1nc(-c2ccccc2OC)ccc1=O do in these assays?
HCMV inh: 2; AMA1-RON2 inh: -2%

Results for CC(=O)OCC1OC(n2c(S)c(C#N)c(-c3ccccc3)c(C#N)c2=O)C(OC(C)=O)C(OC(C)=O)C1OC(C)=O (stereo not given) ?
HCMV inh: 0; AMA1-RON2 inh: 6%

What do the screens show for `CCc1ccc(C(O)c2ncc(-c3ccccc3OC)[nH]2)cc1` (stereo not given)?
HCMV inh: -6; AMA1-RON2 inh: -5%

Screens: PubChem BioAssay, National Center for Advancing Translational Sciences (NCATS)
